Screening data from PubChem.
EPAC2 agonist: agonists of human EPAC2 (RAPGEF4); AID 720711; Potency, µM (doses to about 154 µM), for inactives: top-dose activation, most hits filed as activators; EPAC2 activation, biochemical qHTS; response scale: 100% = 6.5 mM cAMP response; actives 0.079% (n = 360,000); Q8WZA2; note: potency is the fitted concentration of half-maximal effect; nearly all actives have a fitted effect of over 50% in size
Target sequence (Q8WZA2 whole entry, looked up): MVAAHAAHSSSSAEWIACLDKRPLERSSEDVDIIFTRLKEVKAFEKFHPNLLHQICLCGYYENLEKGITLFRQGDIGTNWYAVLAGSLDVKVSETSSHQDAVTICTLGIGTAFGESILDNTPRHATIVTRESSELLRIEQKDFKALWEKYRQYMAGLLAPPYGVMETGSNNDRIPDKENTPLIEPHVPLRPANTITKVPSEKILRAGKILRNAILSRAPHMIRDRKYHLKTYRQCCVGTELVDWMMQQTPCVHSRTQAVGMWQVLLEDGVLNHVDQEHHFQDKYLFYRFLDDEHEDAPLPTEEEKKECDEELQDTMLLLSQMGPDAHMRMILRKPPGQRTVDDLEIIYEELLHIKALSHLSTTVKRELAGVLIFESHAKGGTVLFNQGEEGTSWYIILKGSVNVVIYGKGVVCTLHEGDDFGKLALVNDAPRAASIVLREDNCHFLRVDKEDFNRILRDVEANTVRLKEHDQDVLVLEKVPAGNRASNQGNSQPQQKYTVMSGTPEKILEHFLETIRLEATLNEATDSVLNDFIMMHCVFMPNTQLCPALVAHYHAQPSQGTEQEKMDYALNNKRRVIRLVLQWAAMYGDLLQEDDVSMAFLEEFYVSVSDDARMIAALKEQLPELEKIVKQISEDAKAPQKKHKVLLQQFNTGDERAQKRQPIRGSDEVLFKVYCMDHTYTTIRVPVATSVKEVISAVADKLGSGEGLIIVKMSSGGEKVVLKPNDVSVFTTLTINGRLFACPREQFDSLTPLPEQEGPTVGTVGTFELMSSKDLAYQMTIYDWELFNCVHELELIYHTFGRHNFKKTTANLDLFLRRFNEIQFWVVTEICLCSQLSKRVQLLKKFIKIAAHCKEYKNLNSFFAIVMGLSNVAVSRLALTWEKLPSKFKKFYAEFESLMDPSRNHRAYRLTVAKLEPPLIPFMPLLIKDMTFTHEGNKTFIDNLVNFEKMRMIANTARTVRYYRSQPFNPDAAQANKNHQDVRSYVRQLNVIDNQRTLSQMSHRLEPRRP
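Setup: EPAC2 100 nM, labeled Rap1B complex 250 nM, free GDP 50 uM. Compound titrations pinned in, brief spin, 5 min room temperature incubation. Kinetic fluorescence read over 30 min, normalized to 6.5 mM cAMP.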
Nrf2 block: inhibitors of Nrf2 signaling | Potency, µM (top dose mostly 46 µM), for the others: at the top dose activity change, negative = inhibition, most hits filed as inhibitors | AID 504444 | actives 2.1% (n = 360,000) | A549 ARE-Fluc reporter, luciferase luminescence, 18-24 h; note: potency is the fitted concentration of half-maximal effect; % is set by controls: 0 for no effect and ±100 for the full control effect; nearly all actives have a fitted effect of over 60% in size
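Two sequential reads on A549 ARE_Fluc cells exposed to compound for 18-24 h: a CellTiter-Fluor fluorescence read for viability, then a luciferase luminescence read for Nrf2/ARE activity.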
Akt phos inh: blocks phosphorylation of Akt | actives 0.32% (n = 360,000) | activity change, % for hits at 50 µM | Neuro2A IGF-stimulated pAkt S473 HTRF, 20 min; hits give low values; in the data active = activity change below about -80%; inconclusive = mostly about -51% to -80%; note: % is set by controls: 0 for no effect and ±100 for the full control effect
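Neuro2A cells in DMEM with 0.5% FBS, overnight at 37 deg C, given compound at single 50 µM final, then IGF (6 nM final) for 20 min at 37 deg C. Lysed; phospho-Akt Ser473 by HTRF after 24 h, 665/615 ratio.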
Nrf2 ARE act: activates Nrf2 signaling; AREc32 ARE-luciferase reporter (MCF7-derived line), luminescence, 24 h; Potency, µM (highest dose often 46.1 µM), inactives show at the top dose activation, usual class: activators; actives 0.31% (n = 410,000); note: potency is the fitted concentration of half-maximal effect; % of control where 0% means no effect; nearly all actives have a fitted effect of over 65% in size
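ARE-driven firefly luciferase activity in AREc32 cells measured after a 24 hr compound exposure at 37 deg C, using Steady-Glo reagent and a 30 min room-temperature hold.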
A549 tox: kills or reduces viability of A549 cells in Nrf2 counter-screen | A549 ARE-Fluc cells, CellTiter-Fluor viability, 18-24 h | Potency, µM (titrated, usually from 46 µM), inactives show at the highest dose activity change, negative = cytotoxicity, most hits filed as inhibitors | actives 0.16% (n = 390,000) | AID 504648; note: potency is the fitted concentration of half-maximal effect; % is set by controls: 0 for no effect and ±100 for the full control effect
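A549 ARE-Fluc cells in 5% FBS OPTI-MEM, 5000 cells/well, rested 2 h then exposed to compounds in concentration-response for 18-24 h at 37 °C. Viability by CellTiter-Fluor fluorescence (Ex 405/Em 525) after 30 min; luciferase luminescence (BugLite, 15 min, RT) read afterwards.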
EPAC2 antag: antagonists of human EPAC2; Q8WZA2; EPAC2 GEF exchange of Rap1B-BODIPY-GDP, fluorescence; Potency, µM (top dose mostly 114 µM), without a hit: at the highest dose activity, negative = inhibition, usual class: inhibitors; actives 0.18% (n = 360,000); AID 720708; note: potency is the fitted concentration of half-maximal effect; % is set by controls: 0 for no effect and ±100 for the full control effect; nearly all actives have a fitted effect of over 45% in size; many of its hits are not listed in these tables
CCT modulator: changes cytosolic chaperonin activity | purified chaperonin ATPase assay, HTRF ADP detection, 30 min | activity change, % (no concentration beside the values), hits read low | actives 0.3% (n = 360,000) | AID 651819; in the data active = activity change below about -30%; note: % is set by controls: 0 for no effect and ±100 for the full control effect
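ATPase activity: ADP formed was measured by HTRF Transcreener (665/615 nm ratio) after 30 min at 37 deg C with 10 uM ATP. Compounds screened at one 76 uM concentration against 40 or 20 nM TRiC in Tris pH 7.4/KCl/MgCl2/DTT buffer.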
Mm-Cpn inhibitor: blocks the Methanococcus maripaludis chaperonin Mm-Cpn; actives 0.031% (n = 330,000); purified Mm-Cpn ATPase, ADP Transcreener TR-FRET; Potency, µM (top dose mostly 76.9 µM), for the others: at the top dose activity, negative = inhibition, most hits filed as inhibitors; note: potency is the fitted concentration of half-maximal effect; % is set by controls: 0 for no effect and ±100 for the full control effect; nearly all actives have a fitted effect of over 80% in size
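ATPase turnover read by TR-FRET ADP competition (Eu cryptate antibody/ADP-d2, 665/590 nm): 10uM ATP final, 25nM Mm-CPN final, 30 min 37degC after 10-min compound preincubation, pH 7.4 Tris/KCl/MgCl2/DTT buffer.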
TGFb inhibitor: blocks TGF-b signaling | HepG2 CAGA-GFP TGF-b/SMAD3 reporter, GFP fluorescence, 18 h; TGF-beta stimulated, 500 pg/mL final | Potency, µM (titrated, usually from 46.1 µM), inactives show at the highest dose activity, negative = inhibition, actives largely listed as inhibitors | actives 1.2% (n = 410,000) | AID 588855; note: potency is the fitted concentration of half-maximal effect; % is set by controls: 0 for no effect and ±100 for the full control effect; nearly all actives have a fitted effect of over 65% in size
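Read-out: total well GFP (ex488/em500-530) summed from mean per-cell fluorescence. Cells: HEPG2 CAGA-GFP, 1% FBS DMEM, 18 h at 37 degrees C with 500 pg/mL final TGF-beta. Unstimulated wells served as the full-inhibition control; stimulated DMSO wells = 0%.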
* = called active by the depositor; i = inactive; ? = inconclusive; / = no result given; [ ] = another dose, or the depositor's remark. Unless noted, calls come from the whole dose curve; as a rule, active = well fitted curve in the direction sought with a large enough effect; inconclusive = small, poorly fitted or top-dose-only effect, or another doubt; inactive = no such curve, though single readings can be large; an effect the other way counts as inactive or inconclusive. This is a subset. The share of hits here may be higher or lower than overall.

The line under a structure holds: EPAC2 agonist | Nrf2 block | Akt phos inh | Nrf2 ARE act | A549 tox | EPAC2 antag | CCT modulator | Mm-Cpn inhibitor | TGFb inhibitor
O=C(NNC1=C(C(=O)C(F)(F)F)CCC1)c1cccc(Cl)c1
    -83%[15.6 µM] | ? | / | 3.7% | -30% | -2% | -0.1 | 1% | ?
COc1ccc(N=Cc2cc(Cc3ccccc3Cl)cc([N+](=O)[O-])c2O)cc1OC
    7% | ? | i | -0.8% | -17% | -11% | -1.0 | 1% | ?
O=C(COC(=O)C1CC1)NC(=O)NCc1ccccc1
    0% | -4% | i | -0.4% | 1% | -4% | -1.9 | 2% | -15%
COCCOC(=O)C1=C(C)NC2(O)c3ccccc3C(=O)C12O (centres undefined)
    3% | -14% | i | 2.3% | 0% | -2% | -0.4 | 0% | 2%
Cc1c(NC(=S)N/N=C/C=C/c2ccccc2)c(=O)n(-c2ccccc2)n1C
    8% | 13% | i | 0.6% | 7% | -5% | -1.7 | 1% | -10%
COc1ccc2c(=O)c(-c3cnn(-c4ccccc4)c3)c(C)oc2c1
    20% | ? | i | 5.9% | -26% | -22% | -0.8 | -5% | ?
Cc1ccc(N(NC(=O)C(O)(c2ccccc2)c2ccccc2)C(=O)CCl)cc1
    5% | ? | i | -3.2% | -13% | 5% | -11 | 3% | ?
COc1ccccc1NC(=O)c1ccc(S(=O)(=O)N(C)C)cc1
    7% | -5% | i | -0.7% | -4% | 18% | -0.5 | 1% | 4%
Cc1ccc(C(=O)N2CCC(N3CCC(C(=O)N4CCOCC4)CC3)CC2)cc1C
    2% | 0% | i | -0.4% | -4% | 12% | -1.6 | 1% | -12%
Fc1ccc(CSc2ccc(-c3ccco3)nn2)cc1
    -1% | ? | i | 13% | 2% | -1% | -2.4 | -4% | -3%
CC(=O)c1cccc(OCC(O)CNCC2COc3ccccc3O2)c1 (centres undefined)
    -2% | 2% | i | 0.4% | -3% | -20% | -0.5 | 3% | 4%
COC(=NC(C)C)NC(C)C
    2% | 1% | i | -0.4% | -5% | 0% | 0.2 | 1% | -2%
O=C(Nc1cccc(Cl)c1)C(Cc1ccccc1)n1cccc1 (centres undefined)
    / | ? | / | -1.4% | -6% | / | / | / | ?
COc1cc2c(cc1NC(=O)CSc1ccc(C)cc1)oc1ccccc12
    3% | / | i | -0.7% | 26% | -14% | -1.9 | -4% | 26%
CN1CCN(c2ccc(CNC(=O)C3Cc4c(-c5cccc(F)c5)ccnc4O3)cc2)CC1 (centres undefined)
    10% | / | i | 1.5% | / | 2% | -0.5 | / | 3%
O=C(c1ccco1)N1CCN(C(c2ccc(F)cc2)c2nnnn2Cc2cccs2)CC1 (centres undefined)
    -7% | -4% | i | -0.6% | -10% | -2% | -0.3 | -4% | 20%
Cc1ccc(C(=O)Nc2cccc(C(F)(F)F)c2)cc1Nc1cnccn1
    12% | ? | i | 0.4% | -7% | -4% | 0.0 | 1% | ?
Cn1c(=O)c2cc(NC(=S)NC3CC3)ccc2n1Cc1cccc(C(F)(F)F)c1
    -8% | / | i | 0.2% | / | 9% | -0.2 | / | 46%[activator]
Cc1c(C(=O)NCc2ccccc2Cl)sc2nc3n(c(=O)c12)CCCCC3
    / | 4.6µM* | / | 5.0% | -13% | / | / | / | 1%
CCC(CC)COC(=O)C1=C(C)NC(=O)NC1c1ccc(N(C)C)cc1 (centres undefined)
    -2% | ? | i | -0.5% | 1% | -2% | -3.1 | -5% | ?
CC(=O)Nc1ccc(S(=O)(=O)Nc2ccc(Cc3ccncc3)cc2)cc1
    17% | ? | i | -0.3% | 1% | 4% | -1.0 | 0% | -11%
COc1ccccc1CCNC(=O)C(=O)Nc1cc2c3c(c1)CC(=O)N3CCC2
    5% | ? | i | -0.1% | -2% | -1% | -4.7 | -1% | 0%
CCC(=C(c1ccc(OC)cc1)c1ccc(OC)cc1)c1cn(CC(O)CN(CCO)CCO)c2ccccc12 (centres undefined)
    3% | -12% | i | -2.6% | -5% | 14µM* | -4.2 | -7% | ?
CC(=O)N1CCN(C(=O)COC(=O)c2oc3ccccc3c2C)CC1
    3% | -24% | i | -1.2% | 0% | 1% | 0.9 | -1% | 3%
Cc1cc(NC(=O)CCC(=O)N(Cc2ccccc2)C2(C(=O)NC3CCCCC3)CCCC2)no1
    -1% | 6% | i | 0.4% | -9% | -1% | -2.7 | 4% | 1%
N#CCCn1cc(C(=O)Nc2ccc(C(=O)O)cc2)c(-c2cccc(Br)c2)n1
    8% | 3% | i | -1.0% | -4% | 10% | -0.9 | -1% | 18%
O=C(CSc1nc2c(c(=O)[nH]1)CN(Cc1ccc3c(c1)OCO3)CC2)Nc1ccc(F)cc1
    / | 4% | / | 2.8% | 9% | / | / | / | -1%
Cc1ccc(C)c(CSC2=NCCN2C(=O)c2cccs2)c1
    13% | 2% | i | 2.8% | 0% | 17% | -3.5 | -1% | -1%
CCCNC(=S)Nc1ccc(Oc2ccccc2)cc1
    5% | ? | i | 0.3% | -18% | -2% | -1.2 | 0% | -3%
Cc1cccc(NC(=O)CSc2nnc(-c3ccco3)o2)c1C
    1% | ? | i | 2.1% | -5% | 0%[57.1 µM] | -0.6 | -10% | 2%

Entries listed above that bear a hit mark in EPAC2 antag:
smiles,Akt phos inh,Nrf2 ARE act,EPAC2 antag,CCT modulator,Mm-Cpn inhibitor,TGFb inhibitor
CCC(=C(c1ccc(OC)cc1)c1ccc(OC)cc1)c1cn(CC(O)CN(CCO)CCO)c2ccccc12 (centres undefined),i,-2.6%,14µM*,-4.2,-7%,?

Next part:
The line under a structure holds: EPAC2 agonist | Nrf2 block | Akt phos inh | Nrf2 ARE act | A549 tox | EPAC2 antag | CCT modulator | Mm-Cpn inhibitor | TGFb inhibitor
CCN(CC)S(=O)(=O)c1cc(C(=O)Nc2cc(C)[nH]n2)ccc1Cl
    0% | ? | i | -0.2% | 1% | 4% | -24 | -2% | -5%
O=C(CSc1ncnc2nc[nH]c12)Nc1ccc(Br)cc1Cl
    0% | -12% | i | 0.3% | 1% | -15% | 1.6 | -10% | -8%
COc1ccc(CCNc2nc(C)cc(C)n2)cc1OC
    4% | -24% | i | -0.4% | 6% | -6% | -1.4 | 3% | 13%
Cc1ccc(S(=O)(=O)Nc2ccc3c(c2)nc2n3CCN(Cc3ccccc3)C2)cc1
    4% | / | / | -0.2% | -2% | -8% | -2.2 | -8% | -23%
N#Cc1c(NC(=O)CN2C(=O)c3ccccc3C2=O)oc(-c2ccccc2)c1-c1ccccc1
    13% | -7% | i | -0.5% | -7% | -3% | -3.6 | / | 1%
CCC(C)NC(=O)c1oc2ccc(S(=O)(=O)N3CCC4(CC3)OCCO4)cc2c1C (centres undefined)
    0% | ? | i | -0.1% | 1% | -6% | -1.1 | 0% | -5%
Cc1[nH]c2ccccc2c1Cc1nnc(SCc2ccccc2)o1
    20% | -14% | i | 0.3% | 1% | -8% | -1.3 | -1% | -23%
O=C(CSc1nc(-c2ccco2)nc2cc(=O)[nH]n12)Nc1ccc(F)cc1
    / | -4% | / | ? | -5% | / | / | / | -4%
COc1ccccc1OCCCN1C(=O)C(=O)c2cccc(C)c21
    ? | 2% | i | 6.3% | 0% | -13% | -2.3 | 1% | ?
CCCCNC(=O)c1ccc2c(c1)ncn2C1CCCC1
    7% | 5% | i | 0.2% | 1% | 13% | -0.1 | 0% | 2%
COc1ccccc1CNC(=O)C1CCN(S(=O)(=O)c2cccc([N+](=O)[O-])c2)CC1
    0% | ? | i | -0.5% | 2% | ? | 2.9 | 9% | -2%
CN1CCN(C(=O)/C=C\c2ccc(Cl)cc2)CC1
    0% | 3% | i | -0.1% | -3% | 0% | -4.6 | -2% | 16%
Cc1cnc(CNC(=O)C2CCC(=O)N(Cc3ccc(Cl)cc3)C2)[nH]1 (centres undefined)
    -6% | 18% | i | 0.2% | 4% | 10% | -0.6 | -1% | ?
COc1ccc(C2C=C(c3ccc(Br)cc3)Nc3nnnn32)c(OC)c1 (centres undefined)
    / | 15µM* | / | 4.8% | -5% | / | / | / | -1%
COc1ccccc1C(=O)N/C(=C\c1cn(C)c2ccccc12)C(=O)NCCCN1CCOCC1
    8% | -21% | / | 5.0% | 2% | 9% | -1.6 | -3% | -16%
COc1ccc(C(=O)NC(=S)Nc2ccc3oc(=O)ccc3c2)cc1OC
    10% | 2% | i | 2.7% | 10% | 9% | -1.2 | -2% | 20%
Cc1cc(C)n(C(CC(=O)N2CCc3ccccc3C2)C(=O)O)n1 (centres undefined)
    11% | 14% | i | 3.6% | -2% | -24% | 1.2 | -3% | 7%
O=C(CC1SC(=O)N(c2ccccc2)C1=O)Nc1ccc(Br)cc1 (centres undefined)
    -2% | ? | i | 6.2% | -1% | 7% | -2.6 | 2% | -21%
COCCNS(=O)(=O)c1ccc(F)c(OC)c1
    -9% | ? | i | -0.7% | 3% | 6% | 1.2 | 1% | 3%
Cc1ccc(NC(=O)CSc2nnc(N)s2)c(C)c1
    / | 17% | / | 0.1% | 28% | / | / | / | -2%
Cc1ccc(-c2nc3c(C)cc(Br)cn3c2Cc2ccccc2)cc1
    7% | / | i | 6.6% | / | -24% | -1.0 | / | /
O=C(NCCc1ccccn1)c1nc(Cn2cc(Br)cn2)no1
    7% | -12% | i | 0.0% | -1% | -3% | -0.6 | 0% | 18%
COC(=O)CC(c1ccc(C(C)C)cc1)n1cccc1 (centres undefined)
    7% | 9% | i | 2.0% | 0% | ? | -1.7 | -5% | 5%
Cc1cccc(NC(=O)CNC(=O)Cc2ccc(S(=O)(=O)N3CCOCC3)s2)c1C
    -1% | 1% | i | 0.5% | 7% | -5% | 1.4 | -1% | -2%
COC(=O)c1ccc(COc2ncnc3c(Cl)cc(Cl)cc23)o1
    0% | -23% | i | -0.1% | -5% | 4% | 0.8 | 1% | -14%
